Screening data (PubChem BioAssay)
Growth percent in the NCI-60 one-dose screen (48 h, 10 µM unless noted): 100 = growth as untreated, 0 = no growth, -100 = all killed.
UACC-257 – UACC-257 melanoma. 78,000 compounds, 4.4% hits
UACC-62 – UACC-62 melanoma; AID 1794756; 81,000 compounds, 5.4% hits
MALME-3M – MALME-3M melanoma. 78,000 compounds, 5.8% hits
SK-MEL-5 – SK-MEL-5 melanoma | 80,000 compounds, 6.4% hits | AID 1794755
M14 – M14 melanoma; 80,000 compounds, 6.2% hits; AID 1794745
SK-MEL-28 – SK-MEL-28 melanoma; AID 1794761; 81,000 compounds, 4.1% hits
SK-MEL-2 – SK-MEL-2 melanoma; 77,000 compounds, 4.7% hits; AID 1794763
MDA-MB-435 – MDA-MB-435 melanoma | 82,000 compounds, 7.8% hits | AID 1794794
* marks the source's active call; other numbers are inactive results; nt = not tested or not shown; [ ] = another dose, or the depositor's remark. How the source made its calls: active means growth percent below 10; inactive means the rest.

mol,UACC-257,UACC-62,MALME-3M,SK-MEL-5,M14,SK-MEL-28,SK-MEL-2,MDA-MB-435
Clc1ccc2c([C@H]3CC[C@H](c4c[nH]c5cc(Cl)ccc45)c4[nH]c5cc(Cl)ccc5c43)c[nH]c2c1,102,106,92,108,88,113,101,109
CC(Oc1ccc(C(=O)NS(=O)(=O)C(C)(C)C)cc1C(F)(F)F)c1ccc(Oc2ccccc2)cn1 (centres undefined),79,37,59,45,57,61,36,-4.1*
CCCNc1ncc2c(=O)[nH][nH]c(=O)c2n1,106,107,116,104,105,106,114,101
O=C(Cn1nnc2ccccc21)N/N=C/c1ccc(O)c(O)c1,92,82,100,103,104,92,90,100
Cc1cc(NCc2cn(-c3ccc(C(=O)O)cc3)nc2-c2ccc(C(=O)O)cc2)ccc1F,93,97,77,97,97,99,102,102
Cc1[nH]c(-c2ccc(F)cc2)cc1C(=O)NC1CCN(Cc2ccccc2)CC1,90,93,94,92,73,100,107,60
CNC(=O)C(=O)[C@H](Cc1ccccc1)NC(=O)c1[nH]c2ccccc2c(=O)c1C,110,93,99,104,109,102,112,106
CSC(=S)N/N=C/c1ccccc1,99,98,80,99,91,99,73,92
Fc1ccc2[nH]cc(-c3nc(-c4ccsc4)cs3)c2c1,nt,89,93,89,94,108,88,105
Cc1cc(N[C@@H]2CCC[C@H](Nc3ccnc4cc(Cl)ccc34)C2)nc(N2CCCCCC2)n1,-77*,-90*,-86*,nt,-89*,-80*,-76*,-92*
O=CNc1ccc2ccccc2c1,99,97,102,103,100,108,97,104
S=c1[nH]nc2ccc3ccccc3n12,nt,102,97,99,99,107,nt,100
CCOC(=O)c1[nH]cc(-c2ccc(OC)cc2)c1-c1ccc(O)cc1,101,71,77,72,92,82,109,92
COc1ccc(C2CC(c3cnccn3)=NN2)cc1OC (centres undefined),106,103,95,100,89,121,79,117
C=CCn1cc(/C=N\N=C2\C(=O)Nc3ccccc32)c2ccccc21,90,76,74,91,88,111,94,97
COc1ccc(/C=N/NC(=O)Cn2c(Cc3cccc4ccccc34)nc3ccccc32)cc1,99,88,92,96,105,109,100,103
c1coc(-c2cnc3ccccc3n2)c1,102,107,107,110,118,106,119,107
Nc1nc(Nc2ccccc2SSc2ccccc2Nc2nc(N)nc(C(Cl)(Cl)Cl)n2)nc(C(Cl)(Cl)Cl)n1,100,70,75,51,67,89,72,83
COc1cc2cc(OC(C)=O)c3cc4c(cc3c2c(OC)c1OC)OCO4,105,103,98,100,96,105,109,102
CCn1c(SCC(=O)Nc2cccc(C(=O)/C=C/c3ccccc3)c2)nc2ccccc2c1=O,107,88,108,92,nt,100,107,108
COc1cc(C(=O)O)cc(Br)c1O,60,104,107,99,83,109,100,101
CCCCCNCC(O)Cc1ccccc1OC (centres undefined),89,100,95,101,90,104,96,99
C=CCOCC1CC2(Cl)CC1(Cl)C(Cl)=C2Cl (centres undefined),108,94,116,107,114,124,132,104
c1ccc(-c2cc3n4c(-c5ccccc5)nn(-c5ccccc5)c4cnc-3n2)cc1,22,46,60,70,71,63,73,60
Cn1c(=O)cc(S)c2ccccc21,98,80,111,94,84,105,90,107
N#Cc1ccccc1-c1n[nH]nc1-c1ccccc1,80,87,119,97,nt,66,84,105
CCOc1ccccc1-c1cc(-c2ccc(F)cc2)c(C#N)c(=O)[nH]1,110,82,114,95,104,nt,99,79
O=C(C1=Cc2cccn2Cc2cnnn21)c1ccc(Cl)cc1,103,80,93,98,88,101,100,99
CCc1ccc(CC2c3ccccc3CC2O)nc1 (centres undefined),106,95,97,99,101,109,103,107
CCOC(=O)C(=Cc1ccc(Br)cc1)C(=O)OCC,-38*,-73*,-49*,-48*,-22*,-74*,-62*,-4.4*

Entries shown so far containing two or more sulfur atoms, in the order listed:
mol,UACC-257,UACC-62,MALME-3M,SK-MEL-5,M14,SK-MEL-28,SK-MEL-2,MDA-MB-435
CSC(=S)N/N=C/c1ccccc1,99,98,80,99,91,99,73,92
Fc1ccc2[nH]cc(-c3nc(-c4ccsc4)cs3)c2c1,nt,89,93,89,94,108,88,105
Nc1nc(Nc2ccccc2SSc2ccccc2Nc2nc(N)nc(C(Cl)(Cl)Cl)n2)nc(C(Cl)(Cl)Cl)n1,100,70,75,51,67,89,72,83

The list goes on.
mol,UACC-257,UACC-62,MALME-3M,SK-MEL-5,M14,SK-MEL-28,SK-MEL-2,MDA-MB-435
O=C(Nc1cccc([N+](=O)[O-])c1)N1CCCC1,98,92,109,99,103,112,98,103
COc1ccc(/C=C2\Oc3cc(OCC(=O)c4ccc(C)cc4)ccc3C2=O)cc1OC,106,100,132,105,107,129,nt,117
COc1ccc(NC2=C(Cl)C(=O)C(C)=C(C)C2=O)cc1,86,91,100,98,95,103,90,106
NCCNc1nc(-c2ccccc2)nc2nc(-c3ccccc3)oc12,111,100,102,89,98,103,107,92
COc1ccc(OC)c(-c2cn3nc(-c4c[nH]c5ccccc45)sc3n2)c1,79,68,84,87,78,92,94,88
CSC(SC)C(SC)SC,103,107,110,105,107,119,108,108
c1ccc(Nc2ccccc2)cc1,106,103,107,103,102,111,nt,105
Cc1cc(O)c(/C=N/C(=S)Nc2ccccc2)c(=O)o1,113,104,89,116,99,107,109,105
CCN1[C@@H]2CC[C@H]1/C(=C\c1ccc(Cl)cc1)C1=C2[C@@H](c2ccc(Cl)cc2)C(C#N)=C(N)O1,60,80,89,83,93,98,nt,99
CC(=O)Oc1cc(OC(C)=O)c2ccccc2c1OC(C)=O,81,90,67,61,84,99,91,-57*
O=c1cc(Cl)nc2ccccn12,107,117,117,105,107,101,110,108
CCCCC(CC)COC(=O)/C=C/c1cccc2c1C(=O)NC(C)(c1cc3cc(Br)ccc3oc1=O)N2 (centres undefined),66,48,86,59,61,76,69,87
COc1ccc2cc([C@H](C)C(=O)N/N=C/c3ccccc3)ccc2c1,97,91,94,99,106,108,116,98
CC1Cc2c([nH]c(=O)n(-c3ccccc3)c2=O)O1 (centres undefined),99,106,97,97,94,91,nt,105
COC(=O)[C@H](CCCCNC(=O)OCc1ccccc1)NC(=O)[C@@H](NC(=O)Nc1cc(C(F)(F)F)cc(C(F)(F)F)c1)C(C)C,-78*[100 µM],-84*[100 µM],-61*[100 µM],-43*[100 µM],-76*[100 µM],-86*[100 µM],-77*[100 µM],-86*[100 µM]
CCOC(=O)C1=C(N)Oc2c(ccc3ccccc23)C1c1ccccc1 (centres undefined),101,77,108,nt,96,111,93,92
CCNCCCCNCCCCNCCCCNCCCCNCC,31,73,-13*,74,67,nt,97,50
Cn1c(=O)[nH]c(=O)c2[nH]c(-c3cc4ccccc4[nH]c3=O)nc21,87,77,113,103,106,100,31,111
N#Cc1ccc(-c2ccc(OCCCCN3CCCCCC3)cc2)cc1,54,86,105,54,85,101,88,103
NC(=S)Cc1ccccc1,103,94,93,100,99,105,103,98
CSc1ncc(Br)c(SC)n1,91,104,120,103,103,112,106,106
O=C1Nc2ccc(Cl)cc2C12Oc1ccc(Cl)cc1C1CC(c3ccc(F)cc3)=NN12 (centres undefined),98,89,92,86,92,103,93,98
N=c1c(S(=O)(=O)c2ccccc2)cc2c(=O)n3ccccc3nc2n1Cc1ccc(F)cc1,96,81,104,97,102,108,98,101
Cc1ccc(S(=O)(=O)NC2CCCCC2)cc1,96,93,111,97,101,102,98,109
NCCCN1CCCC1,103,114,107,111,99,111,nt,108
OCCNc1ccccc1,108,109,102,nt,98,107,103,107
O=C(CCCc1ccccc1)c1ccccc1,106,102,118,101,121,nt,101,105
Nc1c(C(=O)Nc2ccncc2)sc2nc3c(cc12)CCCCCC3,91,90,108,57,100,89,94,96
Cn1c(SCc2ccccn2)nc2c1c(=O)[nH]c(=O)n2C,92,96,112,105,107,137,nt,112
C[C@]12CCc3nc(Nc4ccc(O)cc4)sc3C1=CC[C@@H]1[C@@H]2CC[C@]2(C)/C(=N/NC(N)=S)CC[C@@H]12,-9.3*,-75*,-60*,-61*,-24*,nt,-14*,-68*

Shown with each value named: 2 of the compounds above
SMILES: Cn1c(=O)[nH]c(=O)c2[nH]c(-c3cc4ccccc4[nH]c3=O)nc21
  UACC-257 = 87	UACC-62 = 77	MALME-3M = 113	SK-MEL-5 = 103	M14 = 106	SK-MEL-28 = 100	SK-MEL-2 = 31	MDA-MB-435 = 111

SMILES: Nc1c(C(=O)Nc2ccncc2)sc2nc3c(cc12)CCCCCC3
  UACC-257 = 91	UACC-62 = 90	MALME-3M = 108	SK-MEL-5 = 57	M14 = 100	SK-MEL-28 = 89	SK-MEL-2 = 94	MDA-MB-435 = 96

(continued)
mol,UACC-257,UACC-62,MALME-3M,SK-MEL-5,M14,SK-MEL-28,SK-MEL-2,MDA-MB-435
Cc1nc(Nc2ccc(Br)cc2)sc1C(=O)O,55,nt,48,nt,64,nt,82,70
CS(=O)(=O)c1ccc(-n2nc(C(=O)OCc3ccc(Br)cc3)cc2-c2ccc(Cl)cc2)cc1,104,75,92,91,101,98,112,99
C=C(C)[C@@H]1CC[C@]2(C#N)CC[C@]3(C)[C@H](CC[C@@H]4[C@@]5(C)Cc6c([nH]c7ccccc67)C(C)(C)[C@@H]5CC[C@]43C)[C@@H]12,103,99,112,105,100,106,93,103
CCOC(=O)/C=C/C(=O)Nc1ccc(C(=O)O)c(O)c1,105,100,117,113,99,114,102,81
O=C(CN1CCN(c2cc(=O)[nH]c3ccc(F)cc23)CC1)Nc1nc(-c2ccc(Cl)cc2)cs1,69,68,78,65,57,83,94,69
COC(=O)C12[C@H]3C(=O)N(c4ccc(C)cc4)C(=O)[C@H]3[C@@H](c3ccc(C)s3)N1[C@H](c1ccc(C)s1)[C@@H]1C(=O)N(c3ccc(C)cc3)C(=O)[C@@H]12,94,94,100,99,99,100,105,105
Cn1cnc([N+](=O)[O-])c1Cl,108,108,143,106,108,nt,92,108
Cc1ccc(S(=O)(=O)NNc2ccc(-c3ccccc3)nn2)cc1,101,97,100,103,99,103,107,102
CC(C)C1OCC(C)(C)CO1,92,104,95,105,95,97,102,100
Cc1ccc2nc(COc3ccc(C(=O)NNC(=O)Nc4ccc(Cl)c(Cl)c4)cc3)[nH]c2c1,114,89,76,98,113,106,103,106
COc1cccc(C2N(c3cccc(Cl)c3)C(=O)N3CCCN23)c1 (centres undefined),nt,97,101,99,117,103,127,103
COc1ccc2[nH]c(O)c(N=NC(=O)COc3ccc(NC(=O)Nc4ccc(Cl)c(Cl)c4)cc3)c2c1,11,14,-80*,-56*,-42*,-60*,14,-89*
COc1ccc(-c2nnc(SCC(=O)c3ccc(Cl)cc3)o2)cc1,107,nt,106,nt,106,nt,104,108
CCCC(C)c1cc(Cc2cc(Cl)cc(Cl)c2O)c(O)c(Cc2cc(Cl)cc(Cl)c2O)c1 (centres undefined),-3.6*,-5.7*,-22*,-58*,8.0*,8.0*,1.4*,7.2*
CC1SC(c2cccc(O)c2)N(NC(=O)CCC(=O)c2nc3ncccc3[nH]2)C1=O (centres undefined),100,85,94,95,101,108,105,101
CCOC(=O)C1(NC(=O)C(CO)NC(C)=O)CCCC1 (centres undefined),101,91,108,103,95,117,107,102
CCOc1ccc(C(=N)N2CCN(C)CC2)c2ccccc12,nt,100,112,106,103,99,94,103
CCCCc1nc2c(N)nc3ccccc3c2n1Cc1ccc(CNC(=O)OC(C)(C)C)cc1,72,68,58,42,79,87,96,80
O=C(NO)c1ccc2nc(CN(CCO)c3ccccc3)[nH]c2c1,74,83,57,96,100,99,97,96
